C2C12 statin: protects C2C12 myotubes from simvastatin toxicity | ATP luminescence, 48 h; scaled: DMSO 0, geranylgeraniol control 100 | rescue of ATP level, % at 7.49 µM | 330,000 tested, 0.78% active | AID 602340;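 active = mean ATP rescue above about 67%, or every replicate alone reaching that limit, limit read from the data, passing the limit was not always enough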;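 also: myotubes were challenged with 10 µM simvastatin during compound exposure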
miR-122 sensor: inhibitors of miR-122 in Huh7 cells; activation (reporter increase), % at 12.5 µM; Huh7 miR-122 Renilla luciferase sensor, 48 h; neutral wells = 0, positive control = 100; 340,000 tested, 0.3% active;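 active = mean replicate activation score at least 90 and every replicate individually at or above 90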;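 also: higher luciferase means less miR-122 activity so hits act as miR-122 inhibitors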
PglD DTNB: PglD (C. jejuni) enzyme inhibition | inhibition, % at 12.5 µM | 360,000 tested, 0.098% active | purified PglD enzyme, DTNB colorimetric CoA detection | AID 602405; in the data active = inhibition above about 16%, passing the limit was not always enough; also: strong numbers were not always called active
INS-1E GSIS act: GLuc luminescence reporter in INS-1E cells, primary screen for activators of glucose-dependent secretion of insulin; 370,000 tested, 0.61% active; INS-1E GLuc reporter insulin secretion, 2-3 h; activation, % at 16.6 µM;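 active = lowest replicate activation of at least 40%, so every replicate reaches that level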;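 also: 0% = median of neutral control wells and 100% = median of IBMX positive control wells; some compounds called inactive have numbers as strong as hits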
Cneo AK release: Cryptococcus neoformans lysis via adenylate kinase release; 360,000 tested, 0.2% active; C. neoformans lysis, adenylate kinase release luminescence, 4 h; normalised: neutral wells 0, clomiphene wells 100; lysis activity, % at 15 µM; AID 651654;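 active = mean lysis activity across replicates of at least 80%, whatever share of replicates individually reach that level; inactive = mean lysis activity below 80%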
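Test system: log-phase Cryptococcus neoformans yeast cells; Quantity: yeast cell density of 5 × 10^6 cells/mL; Buffer or medium: YPD; Doses: single compound concentration per well; Timing: 4 h at 37 °C static, read 1 h later; Measured by: AK luminescence; Read-out basis: lysis from increased AK signal; Control set: Clomiphene as positive control.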
FN deposit inh: fibronectin deposition inhibition; inhibition, % at 12.6 µM; 350,000 tested, 0.086% active; AH1F fibroblasts, Alexa488-fibronectin deposition fluorescence, overnight;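 active = mean inhibition across replicates of 30% or more, regardless of how many single replicates reach that level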;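 also: positive control wells lacked labelled fibronectin entirely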
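Assay system: AH1F fibroblast monolayer, labelled fibronectin deposition. Amount: 10000 cells per well. Also added: labelled fibronectin 24 nM. Compound: single-point pinned compound. Incubation: cell attachment 1 h, compound and FN exposure overnight. Detection: fluorescence after three HBSS washes, excitation 485 nm, emission 525 nm. Read-out: inhibition of fibronectin deposition signal.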
CFTR F508del cor: CFTR F508del correction in bronchial cells | 350,000 tested, 0.36% active | activity (quench increase), % at 7.58 µM | CFBE cells, YFP halide quenching; stimulated with forskolin plus potentiator P3; % fluorescence drop versus neutral controls;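 active = mean added fluorescence quench of at least 8% versus neutral control, with both replicates also reaching 8%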;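 also: cells transiently co-express mutant CFTR-F508del with the halide-sensitive YFP; corrector assay measuring rescue of mutant channel to the surface after 24 h compound exposure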
PGC1a acetyl inh: PGC1a acetylation modulation, inhibitor mode; AID 651687; U2OS PGC1a acetylation, AlphaScreen anti-acetyl-lysine; with virally co-expressed GCN5 acetyltransferase; 350,000 tested, 0.17% active; inhibition, % at 15.6 µM;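 active = every replicate shows inhibition of at least 40%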;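 also: 0% = neutral control wells and 100% = positive control wells; some results beyond the cut were filed as inactive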
Numbers without * were called inactive; . = no result given; & = joins results of further samples; [ ] = remark or other dose.

Every second line gives: CFTR F508del cor	FN deposit inh	PGC1a acetyl inh	C2C12 statin	INS-1E GSIS act	miR-122 sensor	PglD DTNB	Cneo AK release
- Cc1noc(/C=C/N(C)C)c1S(=O)(=O)N1CCCC(C(=O)NC(C)c2ccccc2)C1 (stereo not drawn)
    .	-9	-7	1	9	.	-3	1
- COC(=O)c1cc(N=Cc2c(O)c3ccccc3oc2=O)cc(C(=O)OC)c1
    .	.	26	8	.	-6	-3	3
- COCCn1c(CN2CCN(c3ccccc3)CC2)nc2c1c(=O)n(C)c(=O)n2C
    .	-1	32	-9	.	3	-1	2
- O=C(COC(=O)c1ccccc1O)NCCc1c[nH]c2ccccc12
    -0.6	3	-1	-15	10	0	0	1
- O=C1[C@H]2[C@@H](c3ccc(F)cc3)N3C(=O)N(c4ccc(Br)cc4)C(=O)[C@@]3(Cc3ccc(Cl)cc3)[C@H]2C(=O)N1C1CCCCC1
    0.7	-1	2	29	-16	4	-4	-1
- O=c1oc2ccc3ccccc3c2cc1-c1nnc(-c2cccs2)o1
    .	-11	.	.	3	-12	13	5
- CC(C)Oc1ccc2ccccc2c1C=O
    .	.	2	0	.	-6	-8	7
- CCOC(=O)C1CCN(C(=O)c2ccc(Cl)c(S(=O)(=O)N3CCOCC3)c2)CC1
    -1.2	.	-6	8	-3	-1	2	-1
- COC(=O)C[C@H]1CC[C@@H]2[C@@H](COc3ccc(NC(=O)c4ccc(OC)cc4)cc3C(=O)N2C)O1
    -4.2	-1	-12	39	-10	-17[16.7 µM]	-1	-5
- CC(CCc1ccccn1)(CCc1ccccn1)C(=O)c1ccccc1
    2.3	.	-3	-16	-6	-5	-5	6
- COc1ccccc1NC(=O)N1C[C@@H]2N[C@H](C1)C2c1ccc(-c2ccc(C#N)cc2)cc1 (stereo partly drawn)
    1.2&2.9	4&3	9&3	.	-16&-20	.	.	.
- COc1cccc(NC(=O)/C=C/c2ccc([N+](=O)[O-])cc2)c1
    0.1	-7	-28	45	.	8	0	-15
- COc1ccc2c(CC(=O)OCc3nc4ccsc4c(=O)[nH]3)coc2c1
    0.5	2	10	4	-3	.	-2	-10
- COc1ccc(NS(=O)(=O)c2ccc(S(=O)(=O)N3CCOCC3)cc2)cc1
    5.1	5	.	-5	0	8	.	-1
- CCC(=O)Nc1ccc2c(c1)OC[C@H](C)N(C(=O)C1CCC1)C[C@H](C)[C@@H](OC)CN(C)C2=O
    2.4	-14	10	3	-4	.	0	5
- CCc1nc2ccccc2n1Cc1ccc(OC)c(OC)c1
    .	-1	-3	52	.	-2	5	3
- CC(=O)C[C@H](O)CC(=O)[C@H]1OC(=O)[C@@H](C)C/C=C\Cc2ccccc21
    1.2	-8	6	8	-5	5	-3	7
- C[C@H]1CN([C@@H](C)CO)C(=O)c2cc(NC(=O)CCCN(C)C)ccc2O[C@@H]1CN(C)Cc1ccccc1
    -1.5	.	20	-17	19	1[16.7 µM]	2	-3
- Cc1ccccc1NC(=O)c1cc(S(=O)(=O)Nc2cccc(C(=O)O)c2)ccc1Cl
    1.4	1	5	1	.	.	1	1
- CCOC(=O)C1CCCN(C(=O)c2cc(C(C)(C)C)nn2C)CC1 (stereo not drawn)
    -0.3	-4	.	7	11	-3	3	-1
- Cc1ccc(OCC(=O)N/N=C\c2c(C)n(C)c3ccccc23)c([N+](=O)[O-])c1
    .	.	-6	.	.	0	3	0
- C[C@@H]1CN([C@@H](C)CO)C(=O)c2cc(NS(C)(=O)=O)ccc2O[C@H]1CN(C)C(=O)Nc1ccc(F)cc1
    -2.4	.	1	-8	-3	5[16.7 µM]	0	1
- CCOc1ccc(-n2c(-c3ccccc3)c[n+]3c2CCC3)cc1
    -2.5	4	-9	.	12	.	.	.
- NC(=O)C(CCCCN1CCCCC1)(c1ccccc1)c1ccccc1
    -1.0	-5	5	-4	25	2	9	3
- COc1cc(/C=N/NC(N)=S)ccc1OCC(=O)Nc1ccc(C)cc1
    .	.	-10	35	.	-10	19	1
- CCOC(=O)c1c(C)n(C)c2ccc(OC(=O)c3ccoc3)cc12
    .	.	-26	-11	.	1	0	1
- COc1cc2c(cc1OC)C(C(=O)O)C(c1cc(Br)c(O)c(OC)c1)N(C)C2=O (stereo not drawn)
    .	.	2	-10	.	4	.	6
- O=C(Nc1ccn(Cc2ccccc2)n1)c1cccc(F)c1
    3.6	-8	-8	8	-7	-2	-4	-9
- CC(C)Cc1cc(C(=O)Nc2ccc(F)cc2F)no1
    -1.8	7	-1	-6	0	-8	0	-1
- CCN(CC)CCNC(=O)CCc1c(C)nc2c(c(C)nn2-c2ccc(C)c(C)c2)c1C
    0.3	3	13	-12	5	-5	-3	3
- CO[C@H]1CN(C)C(=O)c2cc(NC(=O)NC(C)C)ccc2OC[C@H](C)N(Cc2ccccn2)C[C@@H]1C
    2.0	9	-8	-4	29	.	2	2
- CNC(=O)c1cc(Oc2ccc(NC(=O)c3[nH]c(-c4ccccc4)c4c3C(=O)N(C)C4=O)cc2)ccn1
    -0.6	-1	-19	-8	.	6	5	-20
- O=C(O)CSc1sc(=S)sc1SCC(=O)O
    .	.	-8	10	.	-4	-4	-4
- COCCNC(=O)c1cc2nc3c(c(C(F)(F)F)n2n1)CCc1ccccc1-3
    -0.7	-26	-2	-2	-3	-4	.	.
- O=C(C[C@@H]1C[C@H]2c3cc(NC(=O)c4ccc5c(c4)OCO5)ccc3O[C@H]2[C@@H](CO)O1)NCc1ccc(Cl)cc1
    2.5	13	6	8	25	2[16.7 µM]	-1	-10
- CCN(CC)c1c(C)nc2ccc(C(=O)NCc3ccc4c(c3)OCO4)cn12
    0.8	-1	2	-6	-2	-1	0	0
- CS(=O)(=O)N1CCC(C(=O)Nc2cc(Cl)c(Cl)cc2Cl)CC1
    -1.6	-1	19	-17	-5	-3	1	1
- CCc1c(C)[nH]n(CCC#N)c1=O
    .	0	-7	1	.	-8	-13	1
- COc1ccccc1N1CCN(C(=O)NCc2ccc(Cl)cc2)CC1
    -0.8	-3	.	10	-18	.	2	-1
- Cc1ccc2c(CC(=O)OCc3csc(C)n3)coc2c1
    .	1	3	-1	.	-1	-1	2
- Cc1oc2ccc(O)cc2c1C(=O)c1ccc(F)cc1
    -1.2	9	14	.	15	-4	1	-1
- Cc1cc(C)n(CCCO)c(=O)c1C#N
    .	4	-2	-11	.	-6	0	-1
- CCOC(=O)c1cnc(SCC(=O)Nc2cccc(OC)c2)nc1N
    .	.	10	-13	-25	0	-7	0
- CN1CCN(C2=C(Cl)C(=O)N(c3cccc(Cl)c3)C2=O)CC1
    .	-4	1	1	.	14	-4	-1
- COc1ccc(N/C=C2\CCOC2=O)cc1
    .	-1	.	2	.	3	0	0
- O=S(=O)(c1ccc(F)cc1)N1C[C@@H]2[C@H](c3ccccc31)[C@H](CO)N2Cc1ccccc1Cl
    1.3	-10	-34	-19	24	21[16.7 µM]	0	4
- CCC1Oc2ccccc2N(CC(=O)NC2CCCCC2C)C1=O (stereo not drawn)
    -1.8	0	-16	-1	15	5	5	0
- COc1ccccc1C(=O)C1CCCN(C(=O)c2cccc(Cn3cccn3)c2)C1 (stereo not drawn)
    -0.8	4	1	10	1	5	2	2
- O=C(C[C@@H]1C[C@@H]2c3cc(NC(=O)Nc4ccccc4F)ccc3O[C@@H]2[C@@H](CO)O1)NCCc1ccccc1
    -2.3	.	10	-5	30	-5[16.7 µM]	0	21
- O=C(/C=C\Nc1ccc2c(c1)OCO2)c1cccs1
    -3.6	-1	5	-1	13	7	-3	-1
- COc1cc(C(=O)COC(=O)C2CC2(Cl)Cl)cc(OC)c1OC (stereo not drawn)
    -3.1	0	2	3	-1	-8	6	0
- O=C(CSc1nnc(-c2cccnc2)n1-c1ccc(F)cc1)NCc1ccc2c(c1)OCO2
    .	.	-2	.	9	-9	3	-2
- Cc1noc(C)c1NC(=O)N(C)C[C@@H]1Oc2ccc(NC(=O)Nc3ccc(C(F)(F)F)cc3)cc2CC(=O)N([C@@H](C)CO)C[C@H]1C
    -2.0	.	-14	31	-18	0[16.7 µM]	1	5
- C[C@@H]1CN([C@H](C)CO)C(=O)c2cc(Br)cnc2O[C@@H]1CN(C)C(=O)Nc1cccc(F)c1
    1.7&-0.8	-8&1	-3	-1	8&4	-5	6&3	1&-2
- CCCCn1c(N)c(N(CCOC)C(=O)C2CCN(S(=O)(=O)c3ccccc3)CC2)c(=O)[nH]c1=O
    -5.1	.	10	7	0	-12	-5	1
- O=c1ccc(-c2ccccc2)n[nH]1
    -2.2	.	7	16	53	.	-2	0
- CN(C1CCS(=O)(=O)C1)S(=O)(=O)c1ccc2ccccc2c1 (stereo not drawn)
    -2.1	11	0	3	9	-6	1	0
- CC(=O)Nc1ccc(NC(=O)C2CCCN(S(=O)(=O)c3ccc(-n4cnnn4)cc3)C2)cc1 (stereo not drawn)
    -1.5	4	.	-7	-5	-3	1	-2
- C/C=C/c1ccc(OCC(=O)OCC)c(OC)c1
    0.9	.	7	6	6	-3	2	2
- CC(C)(CC1(C)NC(=O)NC1=O)OCc1ccccc1 (stereo not drawn)
    -3.0	-3	0	-2	24	.	1	0

Going on with the list.
Every second line gives: CFTR F508del cor	FN deposit inh	PGC1a acetyl inh	C2C12 statin	INS-1E GSIS act	miR-122 sensor	PglD DTNB	Cneo AK release
- COc1cc(OC)cc(C(=O)NNC(=O)c2ccc(-n3cncn3)c([N+](=O)[O-])c2)c1
    0.3	0	-1	8	7	-2	-2	-1
- CCOC(=O)C1(C)CCCN1C(=O)c1cccc(OC)c1 (stereo not drawn)
    -0.2	.	1	0	11	-8	7	-1
- COc1ccccc1NC(=O)C1=C(C)Nc2nc(-c3ccc(N(C)C)cc3)nn2C1c1ccncc1 (stereo not drawn)
    .	-14	2	-9	.	-10	1	3
- COC(=O)c1ccc(CSc2nc(C)nc3sc(C)c(C)c23)o1
    .	-12	4	10	-2	0	0	5
- O=C(CSc1ccccc1)NC1=NCCS1
    0.9	6	1	.	0	.	.	.
- CCNC(=O)C[C@H]1CC[C@H]2[C@@H](COc3ccc(NC(=O)Nc4ccc(Cl)cc4)cc3C(=O)N2C)O1
    -0.5	0	3	-4	.	1[16.7 µM]	2	-1
- CN1CCN(CCNC(=O)c2cc3c(=O)n(C)c4ccccc4c3n2C)CC1
    1.9	-42	3	-4	-11	-9	-1	0
- C[C@@H]1CCCCO[C@@H](CN(C)C(=O)c2ccccc2)[C@@H](C)CN([C@@H](C)CO)C(=O)c2cc(NC(=O)Nc3ccc(C(F)(F)F)cc3)ccc2O1
    -0.4	.	13	.	1	-5[16.7 µM]	0	-1
- C[C@@H]1CN([C@H](C)CO)C(=O)Cc2cc(NC(=O)Nc3ccc(C(F)(F)F)cc3)ccc2O[C@H]1CN(C)Cc1ccc(-c2ccccc2)cc1
    2.6	.	10	22	6	-13[16.7 µM]	4	53
- Cc1c(N2C(=O)/C(=C/c3ccc(N(C)C)cc3)N(C)C2=S)c(=O)n(-c2ccccc2)n1C
    -1.1	12	4	2	.	-17	-8	1

Quoted from the listing:
C2C12 statin with `COc1ccccc1NC(=O)C1=C(C)Nc2nc(-c3ccc(N(C)C)cc3)nn2C1c1ccncc1` (stereo not drawn) is entered as -9
Cneo AK release with `CN1CCN(CCNC(=O)c2cc3c(=O)n(C)c4ccccc4c3n2C)CC1` is entered as 0

Screens deposited in PubChem BioAssay by Broad Institute.

No enrichment for hits; any-hit rate near 2.1%.
